MITF TRPM1 inh: MITF TRPM1 promoter inhibition in SK-MEL-5 cells; inhibition, % at 12.5 µM; 0.83% of 330,000 active; SK-MEL-5 TRPM1 promoter luciferase, 24 h;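 active = mean inhibition across replicates of 60% or more, whatever share of single replicates reaches that level; inconclusive = some that reach 60%, reason not given; inactive = mean inhibition across replicates below 60%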; also: values of inactives mirror those of a sister screen read the other way
Vif imaging: HIV Vif inhibition | HEK293T cells, Vif self-association by quenched fluorescence, imaging, 24 h | inhibition, % at 7.49 µM | 0.35% of 340,000 active | AID 602346; in the data active = inhibition above about 50%, passing the limit was not always enough; inconclusive = no clear call, values can overlap the other calls; inactive = below about 31%; also: some results filed as inactive read as strong as hits
Shn3 3UTR inh: reduces Shn3 3'UTR luciferase signal in osteoblasts; Clone20 osteoblast Shn3 3'UTR firefly luciferase, 24 h; AID 588674; inhibition, % at 12.5 µM; 0.52% of 360,000 active;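 active = mean inhibition of at least 75% with every replicate also reaching 75%; inconclusive = mean inhibition at least 75% but some replicate below; inactive = mean inhibition below 75%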;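 also: 0% = median of neutral control wells and 100% = pilot-screen positive control compound; some compounds past the cut are filed as inactive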
PDI turbidity: PDI (human) enzyme inhibition; P07237; PDI insulin aggregation turbidity, A650, 90 min; inhibition, % at 10 µM; 0.052% of 350,000 active;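 active = mean inhibition across replicates of 30% or more, whatever share of single replicates reach that level; inconclusive = mean inhibition below 30% while every single replicate reaches 30%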;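 also: absorbance from insulin aggregation driven by PDI reduction with DTT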
Target sequence (P07237 whole entry, looked up): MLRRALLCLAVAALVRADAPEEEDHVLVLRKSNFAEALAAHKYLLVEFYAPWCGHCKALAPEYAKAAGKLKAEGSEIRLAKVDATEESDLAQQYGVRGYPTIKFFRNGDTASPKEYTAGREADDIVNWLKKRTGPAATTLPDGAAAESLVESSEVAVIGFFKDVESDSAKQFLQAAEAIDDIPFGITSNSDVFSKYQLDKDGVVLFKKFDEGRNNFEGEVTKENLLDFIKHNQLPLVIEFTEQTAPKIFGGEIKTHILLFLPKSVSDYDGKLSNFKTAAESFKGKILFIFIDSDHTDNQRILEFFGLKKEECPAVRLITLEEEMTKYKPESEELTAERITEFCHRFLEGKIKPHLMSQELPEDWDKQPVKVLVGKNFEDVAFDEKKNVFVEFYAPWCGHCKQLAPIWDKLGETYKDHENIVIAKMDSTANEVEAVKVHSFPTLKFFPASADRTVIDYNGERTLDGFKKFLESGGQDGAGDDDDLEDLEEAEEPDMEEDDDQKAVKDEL
NR2E3 ag-1: activates human photoreceptor nuclear receptor NR2E3; Q9Y5X4; GST-NR2E3/biotin-RetCOR TR-FRET, 1536-well; inhibition of corepressor binding, % at 4.78 µM; 0.12% of 320,000 active; AID 2300;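 active = percent inhibition above the cutoff of mean plus 3 SD of all tested compounds, set per screening campaign, cut at about 20% in these data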;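 also: 0% = DMSO wells and 100% = biotin wells as full block of FRET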
Target sequence (Q9Y5X4 whole entry, looked up): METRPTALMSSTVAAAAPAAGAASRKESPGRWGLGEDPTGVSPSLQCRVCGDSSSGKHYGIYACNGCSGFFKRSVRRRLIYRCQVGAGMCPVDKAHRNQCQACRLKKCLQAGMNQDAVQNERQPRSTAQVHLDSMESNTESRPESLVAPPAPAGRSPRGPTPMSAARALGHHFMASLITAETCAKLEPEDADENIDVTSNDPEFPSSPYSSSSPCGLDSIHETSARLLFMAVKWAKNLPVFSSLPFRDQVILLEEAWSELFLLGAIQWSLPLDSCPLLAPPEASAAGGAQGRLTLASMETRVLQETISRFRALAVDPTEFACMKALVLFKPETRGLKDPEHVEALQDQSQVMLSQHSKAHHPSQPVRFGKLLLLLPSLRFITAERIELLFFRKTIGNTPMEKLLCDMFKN
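Material: NR2E3–RetCOR corepressor complex / Incubation: Compound–protein incubation for 5 h at 4 °C / Dosing: compound at 4.8 µM, single dose / Detection: time-resolved FRET / Benchmarks: high control biotin, low control 0.6% DMSO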
CF NFkB block: inhibitors of cystic fibrosis induced NF-kB; 0.86% of 360,000 active; AID 588850; KKLEB NF-kB-GFP reporter, PAF-induced, GFP fluorescence overnight; inhibition, % at 5 µM;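 active = at least 50% inhibition at 5 µM, scaled per plate between neutral and stimulator controls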;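 also: PAF is a Pseudomonas aeruginosa culture filtrate used as stimulus; plate controls were PAF-stimulated DMSO wells for no effect and unstimulated DMSO wells for full effect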
KKLEB cytotox: reduces viability of KKLEB cystic fibrosis airway cells | KKLEB CF airway cells viability, ATPlite luminescence, overnight; stronger effect = lower value; cells stimulated with P. aeruginosa culture filtrate | activity change (cytotoxicity), % at 5 µM | 0.36% of 360,000 active | AID 602141;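 active = corrected activity change at or below -50% at 5 µM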
HIF-2a inh: HIF-2a inhibition; 786-0 RCC cells HIF-2a reporter, luciferase luminescence, overnight; inhibition, % at 18.8 µM; 0.72% of 360,000 active; AID 624352;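 active = inhibition of the luminescence signal of 40% or more relative to plate controls, in a single-dose primary screen at 18.75 µM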
NR2E3 ag-2: human photoreceptor-specific nuclear receptor agonism. Q9Y5X4. CHO-S Gal4-NCOR/VP16-NR2E3 two-hybrid, luciferase. inhibition of corepressor binding, % at 3.98 µM. 0.35% of 360,000 active. AID 602229;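 active = inhibition above the mean of all tested compounds plus 3 SD, cut at about 70% in these data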;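 also: 0% = DMSO with NR2E3 transfected cells and 100% = cells lacking NR2E3 construct; higher means lower luciferase signal from less NR2E3 corepressor binding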
CaV13 ICDI inh: Disruptors of the CACNA1D IQ motif to Ca2+-dependent inactivation inhibitor domain association, primary screening, Förster resonance energy transfer in intact living …. 0.098% of 340,000 active. inhibition, % at 12.3 µM. HEK cells, CFP/YFP FRET ICDI-IQ, plate reader, 10 min; percent FRET-ratio fall versus neutral wells;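 active = mean replicate inhibition of at least 30% and at least 1% of replicates passing that level; inconclusive = only one of the two criteria is met; inactive = neither criterion is met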;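 also: 0% = median of the neutral control wells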
Peg3 promoter: inhibitors of Peg3 promoter; HeLa PEG-Prom luciferase reporter, luminescence, overnight; inhibition, % at 20 µM; 1.7% of 360,000 active; AID 588405;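 active = inhibition of at least 50% at 20 µM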
The depositor's hits bear a star; ? = inconclusive; nt = not tested or not shown.

SMILES	MITF TRPM1 inh	Vif imaging	Shn3 3UTR inh	PDI turbidity	NR2E3 ag-1	CF NFkB block	KKLEB cytotox	HIF-2a inh	NR2E3 ag-2	CaV13 ICDI inh	Peg3 promoter
O=C(Nc1cccc2c1CCCC2)c1ccc(Cl)c([N+](=O)[O-])c1	-3	-5	-16	5	-1	7	4	15	2	-1	26
CC(C)CN(C(=O)COC(=O)c1ccc2c(c1)OCO2)c1c(N)n(Cc2ccccc2)c(=O)[nH]c1=O	11	-3	0	-11	-2	-13	2	13	-14	-4	-1
Cc1ccc(-c2nnn(CC(=O)N(CC(=O)NC3CCCCC3)c3ccccc3F)n2)o1	-4	1	25	0	nt	2	4	13	-9	-7	10
COCCC(=O)N1CCc2ccc(NC(=O)c3ccc(C(F)(F)F)cc3)cc2C1	24	-7	19	0	0	1	14	-36	-12	-5	-22
CC(C)C(C(=O)N1CCOCC1)N1C(=O)c2ccccc2C1=O (stereo unspecified)	0	0	-1	0	3	-11	14	3	6	-9	19
O=C1Nc2ccccc2CN2C(=O)c3cc(Cl)ccc3NC(=O)C12 (stereo unspecified)	nt	4	12	nt	nt	-18	3	24	-1	-7	9
CCOc1ccc2ncc(C(=O)c3ccc(OC)cc3)c(N3CCN(CC)CC3)c2c1	0	2	-12	nt	0	10	8	-12	6	nt	11
Cc1cccc(NC(=S)N=Nc2c(O)[nH]c3ccccc23)c1	-1	3	81	0	-5	19	6	-73	67	-2	-19
CC(C)(C)OC(=O)NNC(=O)NC12CC3CC(CC(C3)C1)C2	-9	7	4	-8	-1	-4	1	16	-8	-5	0
OC1CCN(Cc2cccc(Oc3ccccc3)c2)CC1	-4	5	4	0	-5	7	-10	-16	-3	-3	-11
CN1/C(=C\C(=O)Nc2cccnc2)c2ccccc2CC1(C)C	6	-13	34	-10	0	-8	11	18	-39	-3	22
O=C(CNC(=O)c1cc(=O)[nH]c2ccc(S(=O)(=O)N3CCOCC3)cc12)Nc1ccc(F)c(F)c1	-9	16	6	9	nt	0	-6	-102	-26	-9	-52
CC(C)CN1C(=O)/C(=C/c2cccs2)NC1=S	-1	-2	-3	3	-2	4	-10	-1	-29	-7	-19
CCc1nnc(NC(=O)c2cccnc2SC)s1	3	-1	-7	5	4	-14	-17	9	12	2	11
Cc1sc(NC(=O)c2ccc(F)cc2)c(CN2CCCCCC2)c1C	-6	-14	-12	8	2	-1	-7	-183	-89	-6	-110
CN(C)C(CNC(=O)c1ccco1)c1cccs1 (stereo unspecified)	-10	-6	8	-4	-2	0	4	-25	-8	-5	-38
CN(CC(=O)NCC1CCCCC1)CC(=O)Nc1ccc(F)cc1	6	-2	21	-4	5	10	9	10	-13	-5	12
CCOC(=O)N1CCC(NC(=O)C2CCCN(C(=O)c3cc4sccc4n3C)C2)CC1 (stereo unspecified)	-2	1	13	nt	-1	16	10	10	5	5	9
Oc1[nH]c2ccccc2c1N=Nc1cccc(Cl)c1	-34	?	-44	-5	3	-10	4	-272	-60	-28	-290
Cn1nnnc1SCC(=O)N1c2ccccc2CCc2ccccc21	5	1	-9	0	-2	8	-1	22	-3	-5	33
CCCn1c(SCC(=O)c2cc(OC)ccc2OC)nnc1-c1ccco1	6	-13	14	-3	2	-12	3	21	-5	nt	15
CCC(C)c1c(O)nc(SCC(=O)N2CCCCC2)[nH]c1=O (stereo unspecified)	10	-12	23	3	1	-14	6	13	-4	-5	4
CN1CCN(S(=O)(=O)c2ccc(NC(=S)NC(=O)C3CC3)cc2)CC1	12	-1	2	-16	2	-3	1	9	-20	-5	12
CC(=O)N1CCC(N2CCN(c3ccccc3F)CC2)CC1	-1	4	4	0	4	-20	2	1	-17	-6	15
COC(=O)c1cc(CSc2nc3ccccc3c(=O)n2C)oc1C	15	-12	58	-3	4	8	-26	-32	87*	-3	8
Next part
SMILES	MITF TRPM1 inh	Vif imaging	Shn3 3UTR inh	PDI turbidity	NR2E3 ag-1	CF NFkB block	KKLEB cytotox	HIF-2a inh	NR2E3 ag-2	CaV13 ICDI inh	Peg3 promoter
COc1cccc(C(=O)NCCSc2ccc(F)cc2)c1	-51	1	-81	6	3	5	-3	-237	-131	-5	-266
Cc1ccc(F)cc1NC(=O)N1CCN(C2c3ccccc3-c3ccccc32)CC1	12	8	-6	12	0	-3	-3	28	16	3	28
COc1cccc(Oc2ccc(N/C=C/C(=O)C(C)(C)C)cc2)c1	-18	1	-8	6	1	13	-6	-19	-25	4	-38
O=C(O)CCCNC(=O)/C=C/c1ccco1	-6	nt	-14	11	3	-8	15	3	0	-5	-7
Cc1ccccc1N1CCN(C2CCCN(C(=O)CSc3ccccn3)C2)CC1 (stereo unspecified)	nt	-5	18	7	nt	-8	-9	-32	-10	-14	-9
COCCn1c(SCc2ccccc2Cl)nc2c1c(=O)[nH]c(=O)n2C	-8	30	13	9	1	14	-4	-4	-5	-8	4
Cc1ccc(C(C)C)c(OCC(O)CNC2CCCC2)c1 (stereo unspecified)	4	-6	7	-14	1	14	-8	9	-27	-2	13
COC(=O)c1cc(S(=O)(=O)N2CCCC(C)C2)cn1C (stereo unspecified)	-2	-4	-9	2	-2	4	5	-1	9	-12	22
CC/C(=N\NC(=O)c1ccc(CN(C)S(=O)(=O)c2ccc(C)cc2)cc1)c1ccc(OC(F)F)cc1	-4	-9	-48	-3	2	-14	9	16	-11	-4	13
Nc1n[nH]c(-c2ccccc2)n1	6	1	-19	-3	1	-6	7	0	-16	-5	-4
CCOc1ccccc1N1CSC2=C(C#N)C(c3c(OC)ccc4ccccc34)CC(=O)N2C1 (stereo unspecified)	nt	2	4	nt	4	0	-2	20	1	-5	-16
CCOC(=O)c1c(C)n(C)c2ccc(OC)c(NC(=O)CCN3CCC(Cc4ccccc4)CC3)c12	-3	3	3	-1	3	8	14	7	-10	-4	-3
Cc1ccnc2nc(C(=O)OCC(=O)Nc3ccc4c(c3)OCCO4)nn12	-4	0	-14	8	nt	7	-3	-25	-6	-10	-6
CCCNS(=O)(=O)c1ccc(OCC(=O)N2CCC(C(=O)OCC)CC2)cc1	6	0	30	0	-1	-4	10	10	-8	-4	4
CCOc1ccc(S(=O)(=O)N2CCOCC2)cc1NC(=O)CSC(=S)N1CCCC1	3	-4	7	23	-2	11	4	5	-11	-2	3
COc1cc2c(cc1OC)C(c1ccccc1F)OC(=O)C2 (stereo unspecified)	-12	-1	15	-2	0	9	-22	4	4	-16	8
COc1ccc(NC(=O)N2CCN(c3cccc(C(F)(F)F)c3)CC2)cc1	22	-6	18	3	2	-7	8	16	24	-5	5
O=C(Nc1c(C(=O)C2CC2)oc2ccccc12)c1ccc(Cl)cc1	-2	-1	-12	-6	2	-2	-2	4	4	-4	2
CCN(CC)C(=O)C1=C(C)N(Cc2ccc(F)cc2)C(=O)C(CC(=O)NC(c2ccccc2)c2ccccc2)C1 (stereo unspecified)	nt	5	9	-1	nt	-9	0	5	-3	-7	12
O/N=C/c1ccnc(SCc2ccc(Cl)cc2)n1	-49	-6	6	-4	-1	14	1	-145	-56	-5	-96
CCCCOc1ccc(C2CC(=O)N(C)C2=O)cc1 (stereo unspecified)	-17	22	-19	-4	1	5	6	-58	-18	nt	-45
CCN(CC)C(=O)CSc1nc2c(sc(=S)n2-c2ccccc2)c(=O)n1-c1ccc(OC)c(OC)c1	6	-7	-2	-1	2	3	2	15	-44	-19	14
COc1ccc(/C=C/C(=O)OCC(=O)c2cc(C)ccc2C)cc1	nt	4	-9	-3	nt	-27	-4	-9	-33	-18	-1
Cn1c(=O)[nH]c(=O)c2c1nc(Sc1nc3ccccc3s1)n2Cc1ccccc1	8	-3	34	8	2	-7	1	-36	-31	-6	-2
CCOc1ccccc1Nc1nc2ccccc2n2cnnc12	-4	2	-10	0	5	-14	-13	-13	-13	-5	20
Further entries
SMILES	MITF TRPM1 inh	Vif imaging	Shn3 3UTR inh	PDI turbidity	NR2E3 ag-1	CF NFkB block	KKLEB cytotox	HIF-2a inh	NR2E3 ag-2	CaV13 ICDI inh	Peg3 promoter
CC1(C(=O)NS(=O)(=O)C2CC2)CCCN(C(=O)COc2ccccc2)C1 (stereo unspecified)	nt	nt	-19	1	nt	10	2	4	-22	nt	22
O=c1cc(COc2ncnc3ccccc23)nc2sccn12	-2	8	-2	3	-1	-19	11	22	-11	-5	5
COc1ccc(CNS(=O)(=O)c2cccc(S(=O)(=O)N3CCOCC3)c2)cc1	5	11	14	-6	0	6	-4	13	18	-9	8
Cc1ccc(S(=O)(=O)N2CC(O)C[C@H]2C(=O)OCC(=O)Nc2ccc(N3CCOCC3)cc2)cc1C (stereo partly specified)	-9	21	-3	-1	nt	-8	4	3	-2	-7	-7
CC(C)n1cc(CN2CCC(C(=O)Nc3ccc(Oc4ccccc4F)cc3)CC2)cn1	-23	1	40	11	1	4	-4	3	-14	-2	15
Cc1cc(C)c(S(=O)(=O)N2CCCC2=O)cc1N(C)S(C)(=O)=O	0	-5	1	7	nt	17	-6	-5	-7	-6	-3
CCOC(=O)C1(CCCc2ccccc2)CCN(C(=O)c2cc(C)nn2CC)CC1	0	-5	34	6	3	6	13	1	-15	-14	-3
O=C(c1ncc[nH]1)c1ccccc1Cl	-6	4	0	1	-4	-7	3	9	-1	-4	7
O=C(Cn1cccn1)N1CCCC(N2CCN(Cc3ccc4c(c3)OCO4)CC2)C1 (stereo unspecified)	6	3	-1	2	0	5	6	2	-13	-7	-10
COc1ccc(/C=C/C(=O)Nc2c(C)nn(C)c2C)cc1COc1ccc(Br)cc1	8	13	33	-4	0	-2	-4	-11	-38	-5	8
O=C(Oc1cccc2cccnc12)c1cccc([N+](=O)[O-])c1	-2	0	7	5	0	0	8	13	11	-6	-1
COc1ccc(C2NC(=O)NC(C)=C2C(=O)OC2CCCC(C)C2)cc1 (stereo unspecified)	4	-3	26	-6	6	3	-11	41*	8	-21	52*
Cc1ccc(C)c(N2CCN(S(=O)(=O)c3ccc(-c4cc(C)no4)s3)CC2)c1	-1	-1	10	-2	3	8	0	6	-20	-7	4
Cn1c(O)c(N=NC(=O)c2cc(-c3cccs3)nc3ccccc23)c2ccccc21	1	1	-7	3	3	15	-41	-14	-4	-3	-13
Nc1ccccc1C(=O)NNC1=C(C(=O)C(F)(F)F)CCC1	-7	8	nt	-14	4	0	4	-24	-201	-4	-15
CCc1ccc(CN(C)Cc2nc(COc3ccccc3)no2)nc1	2	1	-4	8	-1	0	3	6	-6	2	6
Cc1ccc(S(=O)(=O)Cc2ccc(C(=O)NCc3cccs3)o2)cc1	-8	2	-9	-3	-1	-26	-4	22	2	-7	9
